Screening results deposited in PubChem by National Center for Advancing Translational Sciences (NCATS).
PI4K2A block = qHTS for small molecular inhibitors of PI4K2A; Phosphatidylinositol 4-kinase type 2-alpha (Homo sapiens), Q9BTU6; purified PI4K2A, ADP-Glo luminescence, 1 h; hits give low values; activity change, negative = inhibition, % at 76.9 µM; hit rate 0.13% among 420,000; AID 1346378, 2018; in the data active means activity change below about -50%; inconclusive means mostly about -30% to -49%;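 further: -100% = wells without enzyme as full effect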
Target sequence (Q9BTU6 whole entry, looked up): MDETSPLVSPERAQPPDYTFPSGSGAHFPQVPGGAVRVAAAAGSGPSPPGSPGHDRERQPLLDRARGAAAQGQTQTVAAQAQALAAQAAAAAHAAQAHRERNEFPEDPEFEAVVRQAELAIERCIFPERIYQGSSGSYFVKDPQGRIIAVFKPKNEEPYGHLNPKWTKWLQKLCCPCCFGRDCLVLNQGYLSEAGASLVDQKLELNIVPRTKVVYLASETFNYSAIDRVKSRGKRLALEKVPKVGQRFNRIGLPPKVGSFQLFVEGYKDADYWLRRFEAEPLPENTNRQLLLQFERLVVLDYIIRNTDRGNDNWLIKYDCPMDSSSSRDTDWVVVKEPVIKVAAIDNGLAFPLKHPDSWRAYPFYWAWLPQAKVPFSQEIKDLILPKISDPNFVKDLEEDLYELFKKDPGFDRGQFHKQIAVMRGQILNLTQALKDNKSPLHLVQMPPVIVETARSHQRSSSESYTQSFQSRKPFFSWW
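PI4K2A activity was measured by ADP-Glo luminescence: enzyme (4 ug/mL stock) and phosphatidylinositol (1.2 mM stock) in Tris pH 7.5/MgCl2/EGTA/Triton X-100 buffer were reacted with ATP (300 microM stock) for one hour at ambient temperature.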
mIDH1 inhibitor = qHTS for Inhibitors of mutant isocitrate dehydrogenase 1 (IDH1): qHTS | Isocitrate dehydrogenase [NADP] cytoplasmic (Homo sapiens), O75874 | IDH1-R132H enzyme, NADPH consumption, diaphorase/resazurin fluorescence | Potency, µM (titrated, usually from 76.6 µM), for inactives: top-dose activity change, negative = inhibition, hits mostly inhibitors | hit rate 0.093% among 390,000 | AID 602179, 2012; further: potency means the concentration at half of the fitted maximal effect; on the % scale 0 is the no-effect control and ±100 the full control effect; nearly all actives have a fitted effect of over 65% in size
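IDH1-R132H (0.5 ug/mL dispensed) in pH 7.5 Tris buffer was preincubated 30 min with compound, then given a substrate mix of 0.016 mM NADPH and 2 mM alpha-KG for 80 min at room temperature; remaining NADPH was read by diaphorase/resazurin fluorescence.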
TRHR ag = qHTS for Small Molecule Agonists and Allosteric Enhancers of Human TRH Receptor: Primary Screen for Agonists; Thyrotropin-releasing hormone receptor (Homo sapiens), P34981; TRHR cells, calcium flux fluo-8, FDSS agonist mode; activation, % at 2 µM; hit rate 0.18% among 360,000; in the data active means activation above about 30%; further: 0% is about no effect
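Read-out: compound-evoked intracellular calcium rise in TRHR cells, fluo-8 dye, kinetic FDSS fluorescence at 1 s/cycle following a 10-cycle baseline. Cells cultured overnight before dye loading (30 min–1.5 h, RT).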
rTrxR1 inhibitor = qHTS Assay for Inhibitors of Mammalian Selenoprotein Thioredoxin Reductase 1 (TrxR1): qHTS | Thioredoxin reductase 1, cytoplasmic (Rattus norvegicus), O89049 | recombinant rTrxR1, NADPH fluorescence consumption, selenite substrate | Potency, µM (top dose mostly 114 µM), for the others: top-dose activity change, negative = inhibition, hits mostly inhibitors | hit rate 1% among 390,000 | AID 588453, 2011; further: potency means the concentration at half of the fitted maximal effect; on the % scale 0 is the no-effect control and ±100 the full control effect; nearly all actives have a fitted effect of over 65% in size
Target sequence (O89049 whole entry, looked up): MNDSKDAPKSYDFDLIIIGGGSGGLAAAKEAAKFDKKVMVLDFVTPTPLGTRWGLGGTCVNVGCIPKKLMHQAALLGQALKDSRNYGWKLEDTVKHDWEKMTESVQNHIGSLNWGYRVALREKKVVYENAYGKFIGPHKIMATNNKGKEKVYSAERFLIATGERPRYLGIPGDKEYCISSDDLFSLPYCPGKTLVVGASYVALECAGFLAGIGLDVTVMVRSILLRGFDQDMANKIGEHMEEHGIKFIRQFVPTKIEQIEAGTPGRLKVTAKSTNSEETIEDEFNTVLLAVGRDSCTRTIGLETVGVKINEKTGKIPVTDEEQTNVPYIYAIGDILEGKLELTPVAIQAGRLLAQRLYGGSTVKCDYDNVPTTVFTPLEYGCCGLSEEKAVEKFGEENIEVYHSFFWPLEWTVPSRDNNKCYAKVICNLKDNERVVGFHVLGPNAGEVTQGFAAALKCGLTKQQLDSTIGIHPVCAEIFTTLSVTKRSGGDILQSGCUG
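Rat TrxR1 (90 nM in the dispensed reagent) was pre-reduced with 400 uM NADPH for 5 min at room temperature, then incubated with compound for 15 min. After 400 uM selenite was added, NADPH fluorescence (Ex 340/Em 450 nm) was followed for 8 min.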
TrxR1 substrate = qHTS Assay for Substrates of Mammalian Selenoprotein Thioredoxin Reductase 1 (TrxR1): qHTS; purified TrxR1 substrate turnover, NADPH consumption readout; hit rate 0.01% among 390,000; Potency, µM (series often up to 114 µM), inactives show at the highest dose activity change, negative = substrate turnover; Thioredoxin reductase 1, cytoplasmic (Rattus norvegicus), O89049; further: potency means the concentration at half of the fitted maximal effect; on the % scale 0 is the no-effect control and ±100 the full control effect; nearly all actives have a fitted effect of over 50% in size
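Rat TrxR1, dispensed at 90 nM, was prereduced with 400 uM NADPH (final) for 5 min at ~22 deg C, then incubated with compound 15 min before 400 uM selenite. A first-read NADPH fluorescence drop versus no-compound background flagged substrates.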
TRHR PAM = qHTS for Small Molecule Agonists and Allosteric Enhancers of Human TRH Receptor: Primary Screen for Enhancers | Thyrotropin-releasing hormone receptor (Homo sapiens), P34981 | TRHR cells, fluo-8 calcium fluorescence, EC20 TRH enhancement | enhancement, % at 2 µM | hit rate 0.66% among 360,000 | AID 493056, 2011; in the data active means enhancement above about 30%; further: 0% is about no effect
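TRHR-expressing cells loaded with fluo-8 calcium dye were read kinetically (ex 480/em 530) during compound addition, then stimulated with an EC20 of TRH (10 nM final). Enhancement of the Gq-mediated intracellular calcium response was scored.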
D2 agonist = HTS Assay for Allosteric Agonists of the Human D2 Dopamine Receptor: Primary Screen for Agonists; D(2) dopamine receptor (Homo sapiens), P14416; HEK293 T-REx D2 cells, calcium flux agonist mode; activation, % at 2 µM; hit rate 0.53% among 340,000; AID 485358, 2010;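 active means activation over 3 SD above normal in the single-dose calcium agonist read, cut at about 30% in these data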; further: 0% is about no effect
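Tetracycline-induced HEK293 T-REx cells with force-coupled D2 receptor, plated overnight at 30 C, loaded with no-wash calcium dye. After a 10 s baseline, compound was pin-added and calcium flux read kinetically for 180 s; calcium rises flagged agonists.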
D2 antagonist = HTS Assay for Allosteric Antagonists of the Human D2 Dopamine Receptor: Primary Screen for Antagonists. D(2) dopamine receptor (Homo sapiens), P14416. HEK293 TREx D2 cells, calcium flux, dopamine EC80. inhibition, % at 10 µM. hit rate 2% among 340,000. AID 485344, 2010; in the data active means inhibition above about 30%; further: 0% is about no effect
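Dopamine at EC80 is the agonist stimulus; test compounds precede it by 180 s. Calcium flux read kinetically in a force-coupled, inducible HEK293 T-REx D2 cell line.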
USP1 inh = Inhibitors of USP1/UAF1: Primary Screen; Ubiquitin carboxyl-terminal hydrolase 1 (Homo sapiens), O94782; recombinant USP1/UAF1, Ub-Rhodamine cleavage fluorescence; Potency, µM (highest dose often 57.1 µM), without a hit: top-dose activity change, negative = inhibition, actives largely listed as inhibitors; hit rate 0.23% among 390,000; AID 743255, 2014; further: potency means the concentration at half of the fitted maximal effect; on the % scale 0 is the no-effect control and ±100 the full control effect; nearly all actives have a fitted effect of over 60% in size; inactives centre near -12
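USP1/UAF1 complex at 1 nM was preincubated with compound for 15 min at room temperature, then Ub-Rho substrate (150nM final) was added. Fluorescence (480/540 nm) was read kinetically, 6 reads every 60 seconds.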
Active calls of the source: *; ? = inconclusive; . = not tested or not shown; [ ] = remark or other dose. Unless noted, the call rests on the fitted dose curve; in most records, active means well fitted inhibition curve with a large enough effect; inconclusive means small, poorly fitted or top-dose-only effect; inactive means no such curve, though single readings can be large or run the other way.

SMILES	PI4K2A block	mIDH1 inhibitor	TRHR ag	rTrxR1 inhibitor	TrxR1 substrate	TRHR PAM	D2 agonist	D2 antagonist	USP1 inh
O=C(NCCc1c[nH]c2ccccc12)c1ccc(S(=O)(=O)NCc2ccco2)cc1	5	6%	-0.4	-9%	-8%	-5	-0.7	14	-18%
CCN(C(=O)COC(=O)c1ccc(S(=O)(=O)N2CCCc3ccccc32)cc1)C1CCS(=O)(=O)C1 (centres undefined)	1	6%	1.0	-8%	3%	-4	0.3	-2	-10%
Cc1ccc(Nc2c(-c3ccc(C)cc3)nc3cnccn23)cc1	-1	?	-0.1	3%	13%[2.29 µM]	5	-1.1	.	-22%
COc1cc(NC(=O)c2cc(S(=O)(=O)N3CCCCC3)c[nH]2)cc(OC)c1	-2	0%	0.3	26%	13%	-4	-2.5	3	-23%
COC(=O)c1ccc(NC(=O)CCN2C(=O)NC(C)(C)C2=O)cc1	5	0%	0.4	9%	1%	-4	0.0	7	-19%
CC(C)C[C@@H]1CN=C(N)N1C[C@@H]1CCCN1C[C@@H](C(C)C)N1C[C@@H](Cc2ccccc2)N(CCCC2CCCC2)C1=N	0	-5%	.	9%	2%	.	.	.	-11%
CC(=O)C[C@@H](O)CC(=O)[C@@H]1OC(=O)CCCCCCCc2ccccc21	1	2%	.	18%[57.1 µM]	10%[57.1 µM]	.	.	.	10%
CCC(C)OC(=O)n1ccc(C(=O)Nc2nccs2)n1 (centres undefined)	-4	8%	0.0	-17%	-3%	-2	-0.1	16	12%
Cc1cc(=O)oc2ccc(OC(=O)CN3C(=O)c4cccc([N+](=O)[O-])c4C3=O)cc12	-1	8%	-0.6	?	-12%	-1	0.5	13	-1%
COc1cc(/C=C2/SC(=O)N(Cc3ccccc3)C2=O)ccc1OCc1ccncc1	-3	1%	-0.1	11%	-1%	5	-0.6	18	-13%
O=S(=O)(NCc1ccccc1)c1ccc(S(=O)(=O)N(Cc2cccs2)CC2CCCO2)cc1 (centres undefined)	4	2%	0.7	8%[57.1 µM]	-7%	-2	0.4	3	-7%
CCC(Sc1nc(-c2ccccc2F)nc2c1Cc1c(CO)cnc(C)c1O2)C(=O)Nc1cc(C)ccc1C (centres undefined)	1	-11%	0.4	24%	3%	-4	-0.1	.	?
COc1ccc(-c2ccc(C(=O)O)o2)c([N+](=O)[O-])c1	1	10%	1.5	-9%	1%	2	-1.0	21	-19%
O=C(CN1C(=O)CC(c2ccccc2)S(=O)(=O)c2ccccc21)N1CCCCC1 (centres undefined)	-2	0%	0.1	28%[57.1 µM]	3%	-5	-0.4	9	-3%
Cn1cc(C(=O)N/N=C/C(Br)=C\c2ccccc2)ccc1=O	-3	10%	.	-21%	-8%	.	.	.	-6%
O=C(CSc1nc(-c2cccs2)nc2cc(=O)[nH]n12)Nc1cccc(C(F)(F)F)c1	-9	-23%	-0.7	13%[57.1 µM]	3%[57.1 µM]	-2	-1.6	.	-25%
COc1ccc(C2c3c(oc4ccc(C)cc4c3=O)C(=O)N2CCCN2CCOCC2)cc1OC (centres undefined)	2	-3%	0.4	10%[57.1 µM]	-4%[57.1 µM]	-7	-0.2	.	?
COc1ccc(-c2cc(C(=O)N/N=C/c3cc(OC)c(OC)cc3OC)c3ccccc3n2)cc1	3	-4%	.	2%[57.1 µM]	5%[57.1 µM]	.	.	.	-6%
O=c1c2ccccc2c(-c2ccc(F)cc2)nn1-c1ccc(C(F)(F)F)cc1	2	3%	1.6	22%	-3%	3	0.5	4	-6%
CCCc1c(C(=O)N/N=C(\C)CCc2ccccc2)nnn1-c1nonc1N	-10	8%	0.4	39%[activator][57.1 µM]	-3%[57.1 µM]	1	0.1	6	-15%
COc1ccc(-c2cc(C(=O)OCC(=O)N(C)C)c3ccccc3n2)cc1	1	2%	0.2	19%[57.1 µM]	26%[57.1 µM]	-4	-0.4	-7	-9%
CC(C)(C)NC(=O)NC(=O)COC(=O)c1c(F)cccc1Cl	3	4%	0.1	17%[57.1 µM]	-2%	-2	0.1	-41	-8%
S=C1NC2(CCCCC2)Nc2ccccc21	-5	-8%	0.8	?	-1%	18	0.5	10	-23%
Cc1nn2c(CN(C(=O)COc3ccccc3)c3ccccc3)nnc2c2ccccc12	2	4%	2.1	15%	0%	40*	0.0	-5	-2%
COc1ccc(C(=O)/C=C/c2ccccc2C(F)(F)F)cc1	2	4%	0.0	-3%	-2%	-4	-0.7	5	-18%
SMILES	PI4K2A block	mIDH1 inhibitor	TRHR ag	rTrxR1 inhibitor	TrxR1 substrate	TRHR PAM	D2 agonist	D2 antagonist	USP1 inh
C=CCN=C(C)C1=C(O)C(C)OC1=O (centres undefined)	-2	0%	0.6	-7%	-5%	-1	0.6	11	-10%
CC(CCN1CCN=C1Nc1ccccc1)c1ccccc1 (centres undefined)	-3	2%	0.3	0%	-8%	-4	0.5	-8	19%
COc1cc(C)c(CN2CCN(S(=O)(=O)c3ccc(Cl)s3)CC2)cc1OC	4	-19%	0.4	23%	1%	-7	0.8	0	-11%
Cc1ccc(-c2nnc(N3CC(C)OC(C)C3)c3ccccc23)cc1 (centres undefined)	-6	12%	-1.6	21%[57.1 µM]	4%[57.1 µM]	-9	0.6	-39	?
COc1ccc2[nH]c(C)c(CCN(Cc3cccs3)C(=S)Nc3cccc(F)c3)c2c1	-5	5%	-0.5	-21%	-1%	-3	7.4	-30	-25%
COc1ccc(C(C)NC(=O)Cc2cccs2)cc1OC (centres undefined)	-2	-9%	-0.5	0%	6%	-5	-0.3	-2	-19%
COC(=O)CSc1nnc(CNC(=O)c2cccs2)n1-c1cc(OC)ccc1OC	-1	-5%	0.8	17%	-2%	-5	0.4	-5	-2%
O=C(CSc1ccc(Cl)cc1)Nc1nnc(-c2cccc([N+](=O)[O-])c2)s1	-2	0%	0.3	-25%[57.1 µM]	10%[57.1 µM]	-2	2.7	-4	-11%
CCOC(=O)c1ccccc1NC(=O)C1CC(=O)N(C2CCCC2)C1 (centres undefined)	4	0%	.	-9%	-10%	.	.	.	-4%
Cc1cc(C(=O)COC(=O)c2nn(C)c(=O)c3ccccc23)c(C)n1C	4	2%	.	-1%	10%	.	.	.	-16%
O=C(Nc1ccc(S(=O)(=O)Nc2nccc(C3Cc4ccccc4C(=O)O3)n2)cc1)c1ccccc1 (centres undefined)	1	-9%	0.3	12%	0%	43*	.	.	-9%
COCCCN(C(=O)Nc1ccc(C)c(C)c1)C(C)c1ccccn1 (centres undefined)	-9	-5%	-0.1	5%	-1%	4	-0.8	4	-15%
COc1ccc(NC(=O)CC2C(=O)N(c3ccc(Cl)cc3)C(=S)N2NC(=O)c2cccc(F)c2)cc1 (centres undefined)	-2	3%	-0.5	-5%	-9%	1	-0.1	-10	-18%
O=C(c1ccc(Cl)c(S(=O)(=O)N2CCCCCC2)c1)N1CCOCC1	-1	2%	0.6	25%[57.1 µM]	-9%	-3	-0.1	-4	-11%
O=C(O)/C=C\c1cccc(-n2nnnc2SCc2ccccc2F)c1	-7	0%	-0.2	13%	12%	-3	-0.1	21	-11%
CN(C)c1ccc(P(=O)(OC2CCCCC2)C(O)c2ccccn2)cc1 (centres undefined)	-2	-4%	0.4	25%	-1%	1	0.7	0	-11%
COc1cc(-c2noc(CSc3nc(-c4ccccc4)cc(=O)[nH]3)n2)cc(OC)c1OC	-1	-2%	-0.9	14%[57.1 µM]	-3%[57.1 µM]	0	0.3	.	-7%
CCn1c(SCC(=O)NCc2ccco2)nc2cccnc21	-6	-2%	0.3	2%	2%[57.1 µM]	1	.	.	0%
CN1CCN(C(=O)CN(C)S(=O)(=O)c2cc(Cl)ccc2Cl)CC1	3	1%	-0.2	33%	10%	16	-0.5	23	-2%
CN(C(=O)c1ccccc1C(=O)OCC(=O)c1ccc(F)c(F)c1)C1CCCCC1	-4	0%	0.4	1%	-3%	2	0.1	16	-8%
O=C(Nc1nc(-c2ccc(S(=O)(=O)N3CCCC3)cc2)cs1)C1COc2ccccc2O1 (centres undefined)	1	-9%	1.2	24%[57.1 µM]	8%[57.1 µM]	-2	1.1	29	-6%
COc1ccc(NC(=O)CSc2nc3nc(C)cc(C)c3c(=O)[nH]2)cc1OC	?	12%	.	15%	5%	.	.	.	-10%
COc1ccc(Cn2cc(C(=O)c3ccc(OC)cc3)c(=O)c3cc4c(cc32)OCCO4)cc1	3	-14%	0.1	8%	-6%	14	-1.2	.	-25%
CCOC(=O)c1ccccc1NC(=O)Cn1c(-c2nonc2N)nc2ccccc21	5	-1%	-0.1	-1%	1%	-1	0.2	9	-16%
O=C(CCn1nc(-c2ccc(Cl)cc2)ccc1=O)N1CCOCC1	-1	-1%	0.7	-11%	0%	1	-0.8	23	-11%
